# GAA spleen mod – qHTS Assay for Inhibitors and Activators of Human alpha-Glucosidase From Spleen Homogenate; human spleen homogenate, 4-MU-alpha-glucoside fluorescence; Potency, µM (highest dose often 79.9 µM), for the others: at the highest dose activity change, negative = inhibition, actives largely listed as inhibitors; actives 0.006% (n = 240,000); AID 2112, 2009;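 further: 0% = enzyme with vehicle and -100% = no enzyme basal signal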
#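 AC50 values come from Hill-equation fits of concentration-response data, normalized to no-enzyme and full-activity controls. Enzyme source: 1 ug human spleen homogenate; 1 mM fluorogenic 4-MU glucoside, pH 5.0 citrate buffer, 37 C, 40 min.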
# GLA spleen mod – qHTS Assay for Inhibitors and Activators of Human alpha-Galactosidase From Spleen Homogenate | human spleen homogenate, 4MU-alpha-Gal fluorescence, 40 min | Potency, µM (top dose mostly 80 µM), without a hit: at the top dose activity change, negative = inhibition, hits mostly inhibitors | actives 0.008% (n = 240,000);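 further: 0% = enzyme with vehicle and -100% = no enzyme basal signal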
# Target sequence (P06280 32-429 limits assumed): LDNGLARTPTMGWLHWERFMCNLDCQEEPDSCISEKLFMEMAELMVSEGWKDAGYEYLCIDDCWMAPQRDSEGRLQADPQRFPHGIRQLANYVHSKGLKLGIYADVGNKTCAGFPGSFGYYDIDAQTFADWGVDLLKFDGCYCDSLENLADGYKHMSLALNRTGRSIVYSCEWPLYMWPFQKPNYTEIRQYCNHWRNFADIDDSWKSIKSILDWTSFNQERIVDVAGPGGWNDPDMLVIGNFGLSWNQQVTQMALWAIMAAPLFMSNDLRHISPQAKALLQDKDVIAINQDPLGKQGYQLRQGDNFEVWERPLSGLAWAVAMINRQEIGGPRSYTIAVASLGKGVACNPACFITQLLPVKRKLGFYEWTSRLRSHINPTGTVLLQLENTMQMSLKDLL
#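 Human spleen homogenate (1 ug) as enzyme source, 4-methylumbelliferyl-alpha-D-galactopyranoside 1 mM final, citrate/phosphate pH 5.0 with 0.01% Tween-20. Compounds 40 min at 37C, NaOH/glycine stop; fluorescence Ex 365/Em 440, Hill-fit AC50.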
# GAA glycogen mod – qHTS Assay for Inhibitors and Activators of Human alpha-Glucosidase Cleavage of Glycogen; recombinant GAA, glycogen substrate, Amplex Red glucose oxidase fluorescence; Potency, µM (top dose mostly 76.4 µM), without a hit: at the highest dose activity change, negative = inhibition, most hits filed as inhibitors; Lysosomal alpha-glucosidase (Homo sapiens), P10253; actives 0.38% (n = 300,000);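 further: 0% = full enzyme reaction and -100% = no-enzyme basal signal; the screen sought inhibitors and activators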
#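 qHTS, 1536-well; enzyme 4 nM final; cpd up to 77 uM; substrate bovine liver glycogen 30 ug; 50 mM citrate/phosphate pH 5.0, 0.01% Tween-20; 37 C, 40 min; Amplex Red detection 45 min RT; Hill fit → AC50.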
# SMN2 splice up – qHTS Assay for Enhancers of SMN2 Splice Variant Expression; HEK293 SMN2-luciferase splicing reporter, luminescence, 30-36 h; actives 2.8% (n = 210,000); Potency, µM (series often up to 46.1 µM), for inactives: top-dose activity change, positive = activation, actives largely listed as activators; AID 1458, 2008; further: % of control where 0% means no effect; nearly all actives have a fitted effect of over 55% in size
#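 HEK293 cells carry an SMN2 […]–luciferase reporter in which exon 7 inclusion puts luciferase in frame. Cells were plated 10-12 h before compound addition, then incubated 30-36 h at 37C. ONE-Glo luminescence was read; sodium butyrate at 4.5 mM final served as control.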
# GoLoco inh red – qHTS Assay for Inhibitors of RGS12 GoLoco Motif Activity (Red Fluorophore); Guanine nucleotide-binding protein G(i) subunit alpha-1 (Homo sapiens), P63096; Gai1:RGS12 GoLoco peptide FP, rhodamine, 10 min; AID 880, 2007; Potency, µM (top dose mostly 61.6 µM), inactives show at the top dose activity, negative = inhibition, actives largely listed as inhibitors; actives 0.44% (n = 230,000); active means well fitted inhibition curve with a large enough effect, not every such curve was filed as active; inactive means no such curve, though single readings can be large or run the other way; further: on the % scale 0 is the no-effect control and ±100 the full control effect; nearly all actives have a fitted effect of over 30% in size; many of its hits are not listed in these tables
# Target sequence (P63096 whole entry, looked up): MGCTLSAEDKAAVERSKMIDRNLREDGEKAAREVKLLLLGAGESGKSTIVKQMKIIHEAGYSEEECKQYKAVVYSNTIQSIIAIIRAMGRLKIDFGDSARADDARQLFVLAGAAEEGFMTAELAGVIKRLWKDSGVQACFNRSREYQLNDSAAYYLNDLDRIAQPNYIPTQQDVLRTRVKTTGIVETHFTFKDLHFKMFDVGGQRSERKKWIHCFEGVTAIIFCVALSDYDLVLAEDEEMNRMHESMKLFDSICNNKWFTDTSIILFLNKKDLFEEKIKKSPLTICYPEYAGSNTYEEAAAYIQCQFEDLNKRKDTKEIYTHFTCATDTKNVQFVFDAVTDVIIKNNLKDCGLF
# ALDH1A1 inh – qHTS Assay for Inhibitors of Aldehyde Dehydrogenase 1 (ALDH1A1); Aldehyde dehydrogenase 1A1 (Homo sapiens), P00352; Purified ALDH1A1, NADH fluorescence, propionaldehyde substrate; Potency, µM (highest dose often 75.3 µM), for the others: top-dose activity, negative = inhibition, usual class: inhibitors; actives 7.3% (n = 220,000); active means well fitted inhibition curve with a large enough effect, not every such curve was filed as active; inconclusive means small, poorly fitted or top-dose-only effect, or another doubt; inactive means no such curve, though single readings can be large or run the other way;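 further: plate controls were no enzyme wells and a reference inhibitor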
# KDM4E inh – qHTS Assay for Inhibitors of Human Jumonji Domain Containing 2E (JMJD2E); Lysine-specific demethylase 4E (Homo sapiens), B2RXH2; JMJD2E catalytic domain, FDH-coupled NADH fluorescence (FDH is formaldehyde dehydrogenase); Potency, µM (titrated, usually from 57.1 µM), for the others: at the top dose activity change, negative = inhibition, hits mostly inhibitors; actives 1.6% (n = 230,000); active means well fitted inhibition curve with a large enough effect, not every such curve was filed as active; inconclusive means small, poorly fitted or top-dose-only effect, or another doubt; inactive means no such curve, though single readings can be large or run the other way;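 further: 0% = wells with enzyme and -100% = buffer wells without enzyme; nearly all actives have a fitted effect of over 50% in size; many of its hits are not listed in these tables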
# Target sequence (B2RXH2 1-337 limits assumed): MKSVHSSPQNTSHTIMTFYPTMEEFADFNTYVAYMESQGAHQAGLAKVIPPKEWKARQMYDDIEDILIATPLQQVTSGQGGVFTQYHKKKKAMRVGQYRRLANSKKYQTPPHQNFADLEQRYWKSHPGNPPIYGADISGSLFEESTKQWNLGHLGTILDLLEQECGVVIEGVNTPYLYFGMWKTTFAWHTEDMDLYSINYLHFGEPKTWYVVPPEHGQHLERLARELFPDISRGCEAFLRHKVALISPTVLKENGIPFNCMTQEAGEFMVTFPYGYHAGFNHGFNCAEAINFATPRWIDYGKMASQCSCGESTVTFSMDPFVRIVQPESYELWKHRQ
# GAA inhib – qHTS Assay for Inhibitors of Human alpha-Glucosidase as a Potential Chaperone Treatment of Pompe Disease | Lysosomal alpha-glucosidase (Homo sapiens), P10253 | purified human GAA, 4-MU-alpha-glucoside fluorescence | Potency, µM (series often up to 76.9 µM), inactives show at the highest dose activity change, negative = inhibition, hits mostly inhibitors | actives 0.005% (n = 200,000);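 further: plate controls were uninhibited enzyme wells for no effect and no-enzyme background for full effect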
#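 Read-out is 4-methylumbelliferone fluorescence (Ex 365/Em 440 nm) after NaOH/glycine stop at pH 10. Enzyme 4 nM, substrate 400 uM, pH 5.0 citrate buffer, 20 min room temperature; AC50 from Hill-equation concentration-response.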
# Active calls of the source: *; ? = inconclusive; · = not tested or not shown; & = joins results of further samples; [ ] = remark or other dose. Unless noted, the call rests on the fitted dose curve; in most records, active means well fitted curve in the direction sought with a large enough effect; inconclusive means small, poorly fitted or top-dose-only effect, or another doubt; inactive means no such curve, though single readings can be large; an effect the other way counts as inactive or inconclusive. Potency means the concentration at half of the fitted maximal effect. A portion of the library; count on the stated rates, not on these rows.
SMILES,GAA spleen mod,GLA spleen mod,GAA glycogen mod,SMN2 splice up,GoLoco inh red,ALDH1A1 inh,KDM4E inh,GAA inhib
CCNC(=S)N/N=C/c1cn(Cc2ccccc2F)c2ccccc12,2%,0%,0%,-2%,-7%,-2%,0%,3%
O=C(O)c1cnc(-c2ccccc2)nc1Sc1ccc(Cl)cc1,0%,10%,1%,-13%,8%,2%,3%,-3%
c1ccc(CCn2nnnc2C(c2cccnc2)N2CCOCC2)cc1 (configuration not stated),-2%,0%,8%,9%,0%,2%,14%,-2%
CCCN(CCC)C(=O)COc1cc(=O)n(CC)c2ccccc12,3%,0%,-3%,24%,3%,-7%,-6%,5%
O=C1CSc2ccccc2N1Cc1ccc(F)cc1,-2%,-7%,-5%,-3%,-18%,-13%,4%,-6%
CCNC(=O)C1CC(=O)N(Cc2ccc(F)cc2)C(=Nc2ccc(OC)cc2)S1 (configuration not stated),-16%,-4%,-15%,11%,-1%,2%,-1%,-5%
COc1ccc(-c2nnc(SCc3nnc(-c4ccccc4)o3)n2C)cc1OC,-1%,6%,-15%,-12%,-4%,3%,16%,-1%
COC(C[C@@H](O)CC(=O)[C@@H](C)OCc1ccccc1)OC,1%,3%,2%,·,-10%,·,-1%,·
O=C(c1ccccc1F)N(Cc1ccccc1)C1CCS(=O)(=O)C1 (configuration not stated),-8%,-13%,-2%,-8%,4%,0%,5%,-5%
C[C@]12C=CC(=O)C=C1CC[C@@H]1[C@@H]2C(=O)C[C@@]2(C)[C@H]1CC[C@]2(O)C(=O)CO,5%,7%,6%[76.3 µM],-7%,3%,?,·,·
COC(=O)CSc1nnc(CNC(=O)c2ccc(OC)c(OC)c2)n1C,·,7%,5%,0%,-8%,0%,-2%,-12%
Cc1cc(=O)oc(C)c1C(=O)NCc1ccc(F)cc1,0%,7%,0%,9%,9%,?,2%,?
COc1cc(-c2nc3ccccn3c2/N=C/c2cccc(F)c2)ccc1O,1%,-4%,?,-10%,-9%,?,?,1%
COC(=O)CC1(C(=O)OC)Oc2ccc(Br)cc2C(=O)N1c1cc(Cl)cc(Cl)c1 (configuration not stated),9%,10%,6%,·,-6%,11%,1%,-7%
CSc1cc(-c2ccc(Cl)cc2)c(C(=O)NC(C)C)s1,-8%,-3%,4%,-2%,-14%,-4%,5%,10%
NC(=O)c1cccnc1OCC(F)(F)F,5%,11%,5%,·,-2%,9%,-10%,-7%[15.4 µM]
Cc1cc(OCc2cc3c(cc2Cl)OCO3)c2c(C)cc(=O)oc2c1,2%,8%,-1%,·,·,0.18µM*,2%,-20%
CCOc1cc2c(cc1C=O)OC(C)C2 (configuration not stated),·,-1%,8%,5%,10%,25µM*,?,-4%
CCC(C)(C)NC(=O)Cn1c(-c2ccc(C)cc2)noc1=O,-5%,0%,-3%,·,-4%,·,0%,·
COc1ccc(-c2cc(C(=O)Nc3ccccc3SC)no2)cc1,-4%,-5%,3%,7%,0%,-8%,12%,-5%
CSc1ncccc1C(=O)OCC(=O)NC(=O)NCCC(C)C,2%,-4%,-1%,-2%,-9%,?,-17%,-8%
COCCNC(=S)N1CCN(C/C=C/c2ccccc2)CC1,-10%,-3%,4%,·,5%,0%,0%,2%
Cc1sc2ncnc(SCC(=O)NC(C)(C)C)c2c1C,-11%,0%,-8%,·,7%,-2%,-3%,-20%
CCNC(=O)NC(=O)C(C)OC(=O)CCCSc1nc2ccccc2s1 (configuration not stated),-2%,-1%,-10%,-10%,0%,-6%,3%,-4%
CC/C=C\C/C=C\C/C=C\C/C=C\C/C=C\C/C=C\CCC(=O)NCCCC(=O)O,4%,1%,·,-8%,-2%,2%,2%,·

# Next section.
SMILES,GAA spleen mod,GLA spleen mod,GAA glycogen mod,SMN2 splice up,GoLoco inh red,ALDH1A1 inh,KDM4E inh,GAA inhib
CCCc1[nH]n(-c2ccc(F)cc2)c(=O)c1C=Nc1cccc(F)c1,2%,3%,-5%,-10%,-19%,-5%,5%,6%
O=[N+]([O-])c1cc(-c2nnc(Nc3ccccc3)c3ccccc23)ccc1N1CCOCC1,2%,2%,12%,-15%,0%,?,7%,3%
COc1cccc(-c2cc3c(-n4cccc4)ncnc3o2)c1,3%,-6%,5%,12%,10%,?,?,0%
Cc1cccc(Cn2cnc3c(N)c(C)c(C)cc32)c1,-1%,-2%,-11%,0%,9%,-5%,-1%,-2%
CCN(CC)S(=O)(=O)c1ccc2c(c1)nc(CCC(=O)Nc1ccc(N3CCOCC3)cc1)n2C,3%,1%,17%,9%,7%,4%,-1%,?
CCOc1cc2[nH]c(=O)n(CCCC(=O)NCc3ccc(OC)cc3)c(=O)c2cc1OCC,-3%,7%,4%,-5%,-13%,?,?,-1%
O=C(Cn1cc(C(=O)c2ccco2)c2ccccc21)NC1CCCCC1,2%,0%,5%,-4%,8%,10%,-1%,1%
O=C(CN(C(=O)CNS(=O)(=O)c1ccccc1)c1ccc2c(c1)OCCO2)NCc1ccco1,-8%,6%,2%,-8%,3%,2%,5%,-1%
Cn1c(S(=O)(=O)O)nc2ccccc21,-13%,3%,5%,·,-7%,·,2%,·
COc1ccc(C(=O)N2CCCC(c3ccccc3)=N2)cc1,-16%,2%,4%,-1%,5%,?,-7%,-5%
C(=N\Nc1ccccn1)/c1c[nH]c2ccccc12,0%,2%,35µM*,·,3%,·,-25%,·
COc1cccc(NC(=O)C(OC(=O)/C=C/c2ccc3c(c2)OCO3)c2ccccc2)c1 (configuration not stated),-8%,-11%,-1%,17%,5%,?,?,2%
CC(O)[C@@H](C(=O)N1CCNCC1)n1cc(CCCCN)nn1 (some centres not stated),6%,5%,10%,·,-1%,2%,5%,·
C[C@@H](C(=O)O)c1ccc(-c2ccccc2)c(F)c1,3%,12%,·,-2%[20.6 µM],5%,0%,2%,·
CC(=O)/C(=N/Nc1ccc(C)cc1)Sc1nnc(CCc2ccccc2)n1-c1ccccc1,-1%,-1%,-6%,-37%[inhibitor],-5%,-10%,-1%,-1%
CCCCCCCCCCCCCCCC(=O)N[C@H](CN1CCOCC1)[C@H](O)c1ccccc1,-10%&12%,1%&8%,·,-6%&5%,4%&4%,-6%&5%,0%,·
CC1CN(C(NC(=O)C(C)(C)C)C(Cl)(Cl)Cl)CC(C)O1 (configuration not stated),-5%,-5%,8%,-3%,0%,?,?,?
Cc1ccc(N2C(=O)c3ccc(C(=O)N4CCOCC4)cc3C2=O)cc1C,-3%,0%,3%,-1%,-4%,?,4%,-1%
O=C(Nc1cc(S(=O)(=O)N2CCOCC2)ccc1O)c1ccc(NS(=O)(=O)c2ccc(Cl)s2)cc1,-6%,-3%,0%,2%,-2%,-13%,1%,-3%
Cc1cnc(C(=O)OCC(=O)NC(C)CCc2ccccc2)cn1 (configuration not stated),5%,-12%,6%,8%,3%,-4%,-27%,-5%
COc1ccc(S(=O)(=O)N2CCCC(C(=O)NCc3ccccn3)C2)cc1 (configuration not stated),1%,-8%,0%,9%,-3%,1%,10%,-5%
c1ccc(-c2noc(-c3cccs3)n2)nc1,-3%,0%,-8%,2.8µM*,17%,6%,-3%,1%
O=C(Nc1cccc(C(F)(F)F)c1)c1cc(-c2ccc(F)cc2)on1,-8%,-5%,-1%,11%,1%,-1%,4%,-4%
COc1ccc(OCC(O)Cn2c(=N)n(Cc3ccccc3)c3ccccc32)cc1 (configuration not stated),-14%,-10%,-2%,-76%[inhibitor],4%,1%,9%,3%
O=C(CSc1nc2ccccc2s1)NCCOc1ccc(Cl)cc1,-5%,-8%,-7%,5%,-8%,-1%,2%,2%

# (more compounds)
SMILES,GAA spleen mod,GLA spleen mod,GAA glycogen mod,SMN2 splice up,GoLoco inh red,ALDH1A1 inh,KDM4E inh,GAA inhib
COC(=O)c1c(NC(=O)CN2CCCC(C)C2)c2c(C)cccc2n1C (configuration not stated),1%,7%,-13%,-17%,-1%,7%,-8%,-1%
CC(C)NS(=O)(=O)c1ccc(OCC(=O)Nc2ccc(F)cc2)cc1,6%,10%,3%,·,-5%,9%,-3%,-4%
CC(C)(C)C1CCC(OC(=O)CN2CCCCC2)CC1 (configuration not stated),5%,-10%,1%,·,-3%,·,11%,·
CCN(Cc1ccccc1)C(c1cccs1)c1nnnn1C1CCCCC1 (configuration not stated),-6%,-5%,-2%,4%,5%,-3%,-3%,-1%
CCN(CC)CCCNC(=O)C(C)Sc1nc(-c2ccccc2)cc(C(F)(F)F)n1 (configuration not stated),-13%,2%,3%,·,3%,·,1%,·
CC(=O)C1=C(C)N(Cc2ccco2)C(=O)C1(NC(=O)C1CCCCC1)C(F)(F)F (configuration not stated),7%,9%,?,-2%,14%,-1%,-1%,-7%
Cc1cc([N+](=O)[O-])cnc1NC(C)c1ccccc1 (configuration not stated),4%,1%,-19%,-35%,-16%,22µM*,6%,?
CC1=CC(C)(C)N(C)C(=O)N1c1ccc(Cl)cc1,-11%,-7%,11%,-2%,10%,0%,2%,-1%
Cc1cc(Cl)ccc1OCC(=O)OC(C)C(=O)N(C)C (configuration not stated),-4%,-6%,20%,·,·,0%,-5%,3%

# Compound profiles (already shown).
# Entry for `C(=N\Nc1ccccn1)/c1c[nH]c2ccccc12` : GAA spleen mod = 0%; GLA spleen mod = 2%; GAA glycogen mod = 35µM*; SMN2 splice up = ·; GoLoco inh red = 3%; ALDH1A1 inh = ·; KDM4E inh = -25%; GAA inhib = ·
# Entry for `O=C(Cn1cc(C(=O)c2ccco2)c2ccccc21)NC1CCCCC1` : GAA spleen mod = 2%; GLA spleen mod = 0%; GAA glycogen mod = 5%; SMN2 splice up = -4%; GoLoco inh red = 8%; ALDH1A1 inh = 10%; KDM4E inh = -1%; GAA inhib = 1%

# Bioassay records from PubChem BioAssay.
